Bioassay records as filed in PubChem BioAssay.
MEX-5 binding: C. elegans MEX-5 TCR-2 RNA binding activity | Q9XUB2 | MEX-5/FITC-TCR2 RNA binding, fluorescence polarization; stronger effect = lower value | activity score (negative = inhibition of binding), % at 10 µM | 300,000 compounds, 0.38% hits | AID 1832;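 active means inhibition past about -25% in most replicates, and total fluorescence under double the plate's negative control median, limit read from the data; inconclusive means replicates evenly split on the limit, or fluorescence at least double controls; inactive means too little inhibition in most replicates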;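 further: 0% = DMSO and -100% = 5 µM competing unlabeled TCR2 RNA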
Target sequence (Q9XUB2 whole entry, looked up): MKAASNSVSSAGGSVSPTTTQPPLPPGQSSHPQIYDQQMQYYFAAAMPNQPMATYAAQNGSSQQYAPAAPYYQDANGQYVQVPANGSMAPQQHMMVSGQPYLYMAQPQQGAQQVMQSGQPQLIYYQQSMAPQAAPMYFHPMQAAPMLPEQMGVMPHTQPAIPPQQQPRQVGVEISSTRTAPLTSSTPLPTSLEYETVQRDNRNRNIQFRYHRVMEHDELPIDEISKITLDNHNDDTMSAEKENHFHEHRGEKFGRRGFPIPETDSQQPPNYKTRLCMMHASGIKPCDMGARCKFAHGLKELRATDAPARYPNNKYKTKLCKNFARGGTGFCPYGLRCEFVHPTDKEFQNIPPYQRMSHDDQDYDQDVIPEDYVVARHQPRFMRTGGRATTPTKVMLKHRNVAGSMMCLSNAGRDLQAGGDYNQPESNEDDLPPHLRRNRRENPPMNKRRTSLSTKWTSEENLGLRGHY
An asterisk follows results filed as active; ? = inconclusive.

SMILES	MEX-5 binding
COCCN1C(=O)N(c2ccc(OC)cc2)C(=O)C1CC(=O)Nc1cccc(F)c1 (stereo not given)	0.7
COc1ccc(S(=O)(=O)N(CCCN2CCCC2=O)Cc2cc3cc(C)c(C)cc3[nH]c2=O)cc1	-1.7
COc1ccc(NC(=O)c2cc3cccc(OC)c3oc2=Nc2ccc(C(=O)O)cc2)cc1OC	-3.0
O=CN1CCN(C(=O)c2ccc3c(c2)OCO3)CC1	1.0
O=C(CN(c1ccccc1Cl)S(=O)(=O)c1ccccc1)NCc1ccccc1	-0.2
O=C(NCC1CC1)Nc1ccccc1	-0.4
C=CCSc1nnc(CSc2nc3sc4c(c3c(=O)[nH]2)CCCC4)n1-c1ccccc1	1.0
O=C(CSCCSCC(=O)c1ccco1)c1ccco1	-2.8
C=CCN1CCN(C(c2ccc(OC)c(OC)c2)c2nnnn2C(C)(C)C)CC1 (stereo not given)	-0.7
O=C(COc1ccc(Cl)cc1)Nc1ncc([N+](=O)[O-])s1	0.5
Cn1c(-c2ccccc2)cnc1NCc1ccc(F)cc1	-0.6
COc1ccccc1C(=O)Nc1ccc2[nH]ncc2c1	-0.3
O=C(CNC(=S)N(Cc1ccccc1)Cc1cccs1)NCc1ccc(F)cc1	-1.5
O=C(NC1CC1)c1c(O)c2ccccc2[nH]c1=O	0.5
CCOC(=O)C1=c2/c(=C/c3ccccc3OC)c(N)c(C#N)n2C(=O)C(c2ccccc2OC)S1 (stereo not given)	-1.4
C/C(=N\NC(=O)c1ccc(O)cc1O)c1cccnc1	0.7
O=C(O)c1cc(-c2ccc(/C=N/Nc3ccc([N+](=O)[O-])cn3)o2)ccc1Cl	-71.6*
NC(=O)c1nsc(C(=O)N(Cc2ccco2)C(C(=O)NCC2CCCO2)c2ccc(F)cc2)c1N (stereo not given)	-3.2
COc1ccc(NC(=O)CN(C)C(=O)CCC2CCCC2)cc1	2.0
Oc1ccc(NCc2ccc(OCc3ccccc3)cc2)cc1	-0.1
CC1=NN(c2ccc(C)cc2)C(=O)/C1=C/c1ccc(-c2cc([N+](=O)[O-])ccc2O)o1	0.0
CC(C)Oc1ccc(C(CCNCc2ccc(O)cc2)c2ccccc2)cc1 (stereo not given)	4.0
CC(=O)NCCc1nc2cc(NC(=O)c3cccc([N+](=O)[O-])c3)ccc2n1C	0.5
O=C(NCCc1cccc(F)c1)C1CCC(=O)N(C2CCCCCC2)C1 (stereo not given)	0.8
O=C1/C(=C/c2ccco2)SC(=S)N1c1cccnc1	-3.3
CC1=C/C(=N\NC(=S)Nc2cccnc2)CC(C)(C)C1	0.0
CC1=NN(C(N)=S)C(=O)C1N=Nc1ccc(Cl)cc1Cl (stereo not given)	2.2
CCCS(=O)(=O)N1CCCC(C(=O)NCCCN2CCN(c3cccc(Cl)c3)CC2)C1 (stereo not given)	1.7
COc1ccccc1-c1c(C)oc2c(CN3CCCC(C)C3)c(O)ccc2c1=O (stereo not given)	-0.1
CC(C)NC(=O)c1[nH]nc2c1CCc1ccccc1-2	0.5
C/C=C/C(=O)Nc1cccc(C2=NOC3(C2)C[C@H](C(N)=O)N(C(=O)c2ccccc2C(=O)c2ccccc2)C3)c1 (stereo not given in full)	-5.3
O=C(NCC(=O)N1CCc2ccccc2C1)c1ccccc1Cl	2.8
N#Cc1c(N2CCSCC2)nsc1-c1ccccc1Cl	1.5
COc1ccc(C2SCC(=O)N2c2ccc(C)cc2)cc1 (stereo not given)	0.7
Cn1c2ccc(F)cc2c2nnc(NN)nc21	-1.4
CCOc1ccccc1N(CC(=O)Nc1cc(OC)ccc1OC)S(=O)(=O)c1ccccc1	1.1
CC(=O)c1ccc(OCC(=O)NC2CCCN(Cc3ccccc3F)C2)cc1 (stereo not given)	4.5
O=C(Nc1ccccc1C(=O)N1CCOCC1)c1cccc(S(=O)(=O)N2CCCC2)c1	-2.8
CCn1c(SCC(=O)Nc2nccs2)nnc1-c1cc2cccc(OC)c2o1	-1.9
Nc1c(-c2ccccc2)cnc2cc(-c3ccccc3)nn12	-3.1
CC(C)(C)c1ccc(/C=C/C(=O)N2CCCCC2)cc1	0.2
NNC(=O)CSc1c(-c2ccccc2)c2cc(Cl)ccc2[nH]c1=O	-0.5
COC(C(=O)Nc1ccnn1C1CCN(Cc2ccc(C)o2)CC1)c1ccccc1 (stereo not given)	-3.2
COc1cc(/C=C2\SC(c3ccccc3)=NC2=O)cc(Cl)c1O	0.3
Oc1ccc(Cl)cc1/C=C/c1ccc2cccc(O)c2n1	-2.6
Cc1[nH]c2ccccc2c1NC(=O)CN1CCN(Cc2ccc3c(c2)OCO3)CC1	-1.3
COC(=O)c1[nH]c2cc(OC)ccc2c1NC(=O)CCN1CCN(Cc2ccc3c(c2)OCO3)CC1	4.8
Oc1ccccc1C1=NN(c2ccccc2)C(c2ccc(F)cc2)C1 (stereo not given)	1.9
COc1ccccc1NC(=O)Nc1cc(C(C)C)ccc1C	0.7
O=C(c1cccs1)N(CCO)Cc1cc2cc3c(cc2[nH]c1=O)OCCO3	0.0
Cc1ccccc1NC(=O)c1ccc2c(c1)CCN2S(C)(=O)=O	0.7
COc1ccc(CCNc2cc(C)nc(N)n2)cc1OC	-0.1
Cc1ccc(NC2CCCN(C(=O)c3cc(C(C)C)[nH]n3)C2)cc1C (stereo not given)	1.2
Cc1cccc2c(Cl)cc(=O)[nH]c12	-2.2
O=C(NCc1cccc(C(F)(F)F)c1)c1ccc2c(c1)OCO2	-0.2
CN(C)S(=O)(=O)c1ccc(C(=O)Nc2ccc(CCC(=O)N3CCCC3)cc2)cc1	0.6
CCCc1ccc2oc(C(=O)NCCc3nc(C(=O)OCC)cs3)c(C)c2c1	-2.7
CC1=NN(c2cccc(C(=O)O)c2)C(=O)/C1=C\C=C/c1ccccc1	-0.8
O=C(O)CSc1nc2ccc(C(=O)c3ccccc3)cc2[nH]1	2.2
COc1ccc(NC(=O)c2cnc(C)cn2)c2ncccc12	0.8

2 entries drawn at random from the list so far, as already listed:
SMILES	MEX-5 binding
O=C(c1cccs1)N(CCO)Cc1cc2cc3c(cc2[nH]c1=O)OCCO3	0.0
O=C(NCc1cccc(C(F)(F)F)c1)c1ccc2c(c1)OCO2	-0.2

Part of the list above, as labelled records.
COc1cc(/C=C2\SC(c3ccccc3)=NC2=O)cc(Cl)c1O
  MEX-5 binding = 0.3
O=C(c1cccs1)N(CCO)Cc1cc2cc3c(cc2[nH]c1=O)OCCO3
  MEX-5 binding = 0.0
CN(C)S(=O)(=O)c1ccc(C(=O)Nc2ccc(CCC(=O)N3CCCC3)cc2)cc1
  MEX-5 binding = 0.6

Next compounds follow:
SMILES	MEX-5 binding
CC(OC(=O)CN(C)S(=O)(=O)c1ccc(Cl)cc1)C(=O)Nc1ccc(N2CCOCC2)cc1 (stereo not given)	0.0
Cc1cc(S(=O)(=O)N2CCN(c3ccccn3)CC2)ccc1F	-0.3
S=c1nc[nH]c2c1cnn2Cc1ccccc1	-1.3
CCN(Cc1ccccc1)C(=O)c1[nH]c2ccc(OC)cc2c1C	-3.0
COc1ccc(NC(=O)c2ccc3[nH]c(C)c(C)c3c2)cc1	0.7
CN(C)CCCNc1nc(N)c([N+](=O)[O-])c(NCc2ccccc2)n1	0.6
Cc1ccc(N=Nc2c(N)[nH]n3c(=O)c4c(nc23)CCCC4)cc1	-0.9
CN=c1scc(-c2ccccc2F)n1/N=C/c1ccc(O)c(O)c1O	0.9
COc1ccc(S(=O)(=O)NCC(c2cccnc2)N2CCN(c3ccc(F)cc3)CC2)cc1C (stereo not given)	-4.2
CC(=O)Nc1ccc(NC(=O)C(C)N(C)CC(=O)Nc2ccccc2Br)cc1 (stereo not given)	-0.8
CCOc1ccccc1NC(=O)C1COc2ccccc2O1 (stereo not given)	0.0
COc1ccc(CCN2C(=O)/C(=C\c3ccco3)SC2=S)cc1OC	-1.0
CCC(C)Nc1nc(N)c([N+](=O)[O-])c(NCc2ccccc2)n1 (stereo not given)	0.7
Cc1cccc(C(=O)N2CCCC(c3nc(-c4ccc(F)cc4)no3)C2)c1 (stereo not given)	-1.0
Cc1ccc(-c2cc(-c3ccc(F)cc3)n[nH]2)c(O)c1	0.2
CC(C)C(=O)N1CCC(n2nccc2NC(=O)CCOc2ccccc2)CC1	0.4
COc1ccccc1-n1cnc2c(c1=O)c1nc3ccccc3nc1n2-c1ccc(C)c(C)c1	-2.2
C=CCOc1c(Br)cc(CNCCCN2CCOCC2)cc1OC	3.1
Nc1ccc(C(=O)N/N=C/c2cn(Cc3ccccc3F)c3ccccc23)cc1	1.5
COc1ccc(NC(=O)c2oc3ccccc3c2CSC)cn1	3.6
O=C(O)CN1C(=O)/C(=C\c2cccc(OCc3ccc(Cl)cc3Cl)c2)SC1=S	-5.3
O=S(=O)(CCN1CCOCC1)c1ccccc1	-0.2
CS(=O)(=O)N1CCC(C(=O)Nc2ccccc2Cl)CC1	1.3
Cc1cc(Br)c(NC(=O)CN2CCCC2)c(Br)c1	-2.3
COc1ccccc1NC(=S)N1CCN(c2ccccc2F)CC1	1.3
O=C(N/C(=C/c1ccco1)C(=O)N1CCOCC1)c1ccc([N+](=O)[O-])cc1	-3.1
CC(C)(C)c1nnc(NS(=O)(=O)c2ccc([N+](=O)[O-])cc2)s1	0.0
CNC(=O)c1cc(S(=O)(=O)N2CC(C)OC(C)C2)ccc1N1CCOCC1 (stereo not given)	-1.0
CCCC(=O)n1nc(-c2cccnc2)nc1NCc1ccc(OC)cc1	-3.2
COc1cccc(C(=O)NNC(=O)c2ccccc2)c1	4.1
O=C(O)CCC(=O)N1N=C(c2ccccc2)CC1c1ccc2c(c1)OCO2 (stereo not given)	-1.7
COc1ccc(CNC(=O)c2c(O)c3cc(OC)c(OC)cc3[nH]c2=O)cc1OC	3.5
COc1cc(C(C)=O)ccc1OCC(O)Cn1nc(C)c(Br)c1C (stereo not given)	0.7
Brc1ccc(CN2CCN(c3ccccc3)CC2)o1	-1.1
COc1cc2c(cc1OC)C(c1ccc(Br)cc1)CC(=O)N2 (stereo not given)	0.2
Cc1ccc2c(c1)[nH]c1c(=O)n(CCN3CCNCC3)cnc12	0.4
COC(C[C@@H]1O[C@@H]1[C@@H](O)[C@@H](C)OCc1ccccc1)OC	2.3
Cc1ccc(C(=O)Nc2ccc3c(c2)OCCO3)cc1	-1.9
S=C1Cc2ccccc2N1	-3.4
C=CC[n+]1cccc(-c2cc3ccc(C)cc3[nH]2)c1	0.4

Exported with values ahead of the structure: three of the compounds above
MEX-5 binding,Compound
2.3,COC(C[C@@H]1O[C@@H]1[C@@H](O)[C@@H](C)OCc1ccccc1)OC
-1.9,Cc1ccc(C(=O)Nc2ccc3c(c2)OCCO3)cc1
-3.4,S=C1Cc2ccccc2N1

(list continues)
SMILES	MEX-5 binding
N#CC1=C(N)Oc2ccc3ccc(O)cc3c2C1c1ccsc1 (stereo not given)	-46.9*
Nc1nc(-c2cc(O)ccc2[N+](=O)[O-])cc(-c2ccccc2)c1[N+](=O)[O-]	-16.1
O=c1[nH]c2ccc(N=Cc3c(O)ccc4cc(Br)ccc34)cc2[nH]1	-0.9
COc1ccc(NCc2cc(=O)[nH]c3ccccc23)cc1	-3.1
O=C(CN1CCC(NC(=O)C2CCCCC2)CC1)Nc1cccc(F)c1	-1.2
Cn1nccc1C(=O)OCC(=O)Nc1ccccc1	-0.6
O=c1ccc2cc3c(-c4ccccc4)coc3cc2o1	1.3
Cc1c(CC(=O)O)c(=O)oc2c(C)c3occ(-c4ccc(F)cc4)c3cc12	-4.6
COc1cc2c(c(OC)c1OC)-c1ccc(NC(=O)c3ccccc3)c(=O)cc1[C@@H](NC(C)=O)CC2	0.2
O=C(Nc1ccccc1Cl)Nn1cnnc1	1.0
COc1cccc(NC(=O)CCC(=O)Nc2cc(OC)c(NC(=O)c3cccs3)cc2OC)c1	1.1
COc1cc(C(=O)N=c2sccn2C)c([N+](=O)[O-])cc1OC	1.8
CC(=O)c1ccc2c(c1)c(C#N)c1ccccc1[n+]2[O-]	?
COc1ccc(C(C)C)cc1S(=O)(=O)NCC1CCCO1 (stereo not given)	-1.0
CCN(CC)C1CCN(C(=O)c2ccc3nc(Cc4ccc(OC)cc4)oc3c2)C1 (stereo not given)	1.5
Cc1ccc(C(=O)CCC(=O)Nc2ccccc2F)cc1	3.9
Oc1ccc(/C=N/N(Cc2ccccc2)c2ccccc2)c(O)c1O	-1.4
COc1cc(/C=N/NC(=O)c2ccc(CN3c4cccc5cccc(c45)S3(=O)=O)cc2)cc(OC)c1O	-3.6
Cc1ccc2c(c1)C(c1ccccc1)N(C(=O)C(C)C)CC(=O)N2 (stereo not given)	-2.1
Cc1cccc(C)c1NC(=O)[C@@]1(CC(=O)O)CC(/C=C/c2ccccc2)=NO1	-1.6

Exported in markdown: two of the compounds above.
| Molecule | MEX-5 binding |
| --- | --- |
| O=C(Nc1ccccc1Cl)Nn1cnnc1 | 1.0 |
| COc1ccc(NCc2cc(=O)[nH]c3ccccc23)cc1 | -3.1 |

More results follow:
SMILES	MEX-5 binding
Cc1cc(O)ccc1Nc1nc(-c2cccnc2)cs1	1.2
CCN1/C(=C2/SC(=S)N(NC(C)=O)C2=O)Sc2ccccc21	-46.3*
Cc1ccc(SCC(=O)OCC(=O)NC2(C#N)CCCCC2)cc1	2.6
Cc1c(C#N)c(O)n(C)c(=O)c1N=Nc1ccc(S(N)(=O)=O)cc1	-8.4
CNC(=S)N(Cc1cc2cc(C)ccc2n2nnnc12)CC(C)(C)CN(C)C	1.4
O=C(CN1C(=O)C2CCc3[nH]c4ccccc4c3C2C1=O)N1CCCC1 (stereo not given)	-3.0
COc1cccc(C2CC(=O)Nc3cc(OC)c(OC)cc32)c1 (stereo not given)	1.3
CCCCSCCCNC(=O)C1CCC(CNS(=O)(=O)c2ccc(NC(C)=O)cc2)CC1 (stereo not given)	2.2
COc1cc(NC(=S)N2c3ccccc3CC2C)cc(OC)c1 (stereo not given)	-0.6
COc1ccc(Nc2nc(=O)c3cc([N+](=O)[O-])ccc3s2)cc1	1.3
Cc1cc(N2CCN(C)CC2)nc2ccc(NC(=O)CCC(=O)NCCc3ccc(Cl)cc3)cc12	-1.2
O=C(O)c1ccc(NC2=Nc3cccc4cccc2c34)cc1	-3.5

Some of the compounds tested (hit frequency here may not be typical).
